# Pf growth 48h = P. falciparum growth inhibition at 48 hours (one generation); Potency, µM (titrated, usually from 28.7 µM), for the others: top-dose activity change, negative = inhibition, usual class: inhibitors; P. falciparum luciferase growth in erythrocytes, 48 h; AID 504832; actives 5.9% (n = 310,000); also: potency is read from the fitted curve at half-maximal effect; % is scaled to controls: 0 for no effect and ±100 for the full control effect
#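 Growth was read as firefly luciferase luminescence after a 48 h, 37 C, 5% CO2 exposure of compounds to reporter-bearing P. falciparum cultures (0.1% parasitemia, 2% hematocrit final) in Albumax-supplemented RPMI 1640.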
# LmPK inhibitor = blocks Leishmania mexicana pyruvate kinase activity; Q27686; purified LmPK, Kinase-Glo ATP luminescence, 1 h; Potency, µM (highest dose often 57.5 µM), for the others: top-dose activity change, negative = inhibition, usual class: inhibitors; actives 0.37% (n = 290,000); also: potency is read from the fitted curve at half-maximal effect; % is scaled to controls: 0 for no effect and ±100 for the full control effect
# Target sequence (Q27686 whole entry, looked up): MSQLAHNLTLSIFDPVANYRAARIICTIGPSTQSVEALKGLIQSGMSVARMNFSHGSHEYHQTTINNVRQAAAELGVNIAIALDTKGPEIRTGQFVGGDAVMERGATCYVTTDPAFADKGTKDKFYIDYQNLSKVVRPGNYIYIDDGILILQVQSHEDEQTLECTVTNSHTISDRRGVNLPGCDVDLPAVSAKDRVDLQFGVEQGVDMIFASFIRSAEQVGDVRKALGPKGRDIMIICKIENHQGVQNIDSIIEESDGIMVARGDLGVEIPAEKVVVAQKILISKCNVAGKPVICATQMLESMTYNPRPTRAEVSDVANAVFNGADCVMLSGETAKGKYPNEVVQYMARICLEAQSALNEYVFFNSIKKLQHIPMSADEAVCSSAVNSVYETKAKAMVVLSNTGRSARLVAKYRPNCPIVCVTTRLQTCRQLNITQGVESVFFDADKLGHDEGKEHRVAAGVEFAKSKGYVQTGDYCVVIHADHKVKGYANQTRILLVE
#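 Purified LmPK (0.1 nM) converted ADP (0.1 mM) to ATP with PEP (0.5 mM) in imidazole buffer pH 7.2 with KCl and MgCl2, 1 h at room temperature. ATP was read by Kinase-Glo luminescence; data normalized to uninhibited and no-enzyme controls.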
# AMA1-RON2 inh = AMA1-RON2 (P. falciparum) interaction inhibition. AlphaScreen AMA1-biotinylated RON2 peptide binding. Potency, µM (highest dose often 58.2 µM), for inactives: top-dose activity change, negative = inhibition, usual class: inhibitors. actives 0.2% (n = 360,000);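 also: potency is read from the fitted curve at half-maximal effect; 0% = vehicle wells and -100% = peptide control; nearly all actives have a fitted effect of over 45% in size; some results filed as inactive show a strong effect at the top dose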
#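 AMA1 (3D7) with his tag at 25 nM final met compounds first, then biotinylated RON2 peptide at 25 nM; detection used donor plus acceptor beads, 10 µg/mL apiece, read by AlphaScreen after 30 min at room temperature.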
# Tb PYK inh = T. brucei pyruvate kinase inhibition. TbPYK enzyme, Kinase-Glo Plus ATP luminescence, 45 min. actives 0.12% (n = 410,000). Potency, µM (top dose mostly 76.8 µM), inactives show at the top dose activity, negative = inhibition, usual class: inhibitors; also: potency is read from the fitted curve at half-maximal effect; % is scaled to controls: 0 for no effect and ±100 for the full control effect; nearly all actives have a fitted effect of over 50% in size
#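 Quantitative HTS: titrated library compounds versus trypanosomal pyruvate kinase in TEA buffer (pH 7.2) containing KCl, MgCl2, BSA and Tween-20. Reactions were initiated with ADP, 130 uM final. Kinase-Glo Plus luminescence was read after 45 min at RT.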
# Cycloheximide cs = counter-screen for Shiga toxin inhibitors: cycloheximide protein synthesis inhibition | actives 12% (n = 300,000) | cell reporter, cycloheximide protein synthesis inhibition counterscreen | max response, % | AID 2314; in the data active = max response mostly above about 13%, no sharp cut-off; inactive = mostly below about 14%; also: read at 38.3 µM for the half of the compounds with a filed dose; 0% is about no effect
# Shiga inhibitor = Shiga toxin inhibition; Vero cells, Shiga toxin protein synthesis inhibition reporter; inhibition, % at 38.7 µM; actives 9.2% (n = 290,000); in the data active = inhibition mostly above about 28%, no sharp cut-off; inactive = mostly below about 43%; also: 0% is about no effect
# Pf growth 96h = P. falciparum growth inhibition at 96 hours | P. falciparum luciferase reporter growth, 96 h | Potency, µM (highest dose often 28.7 µM), for the others: at the highest dose activity change, negative = inhibition, hits mostly inhibitors | actives 6.9% (n = 320,000) | AID 504834; also: potency is read from the fitted curve at half-maximal effect; % is scaled to controls: 0 for no effect and ±100 for the full control effect
#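 Delayed-death screen, second-generation endpoint: infected erythrocytes, 2% hematocrit, 0.05% parasitemia final; 96 hours at 37 C, 5% CO2; luciferase detection reagent; luminescence decrease equals reduced growth.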
# The depositor's hits bear a star; ? = inconclusive; . = not tested or not shown; [ ] = another dose, or the depositor's remark. Unless noted, calls follow the shape of the dose curve; as a rule, active = well fitted curve in the direction sought with a large enough effect; inconclusive = small, poorly fitted or top-dose-only effect, or another doubt; inactive = no such curve, though single readings can be large; an effect the other way counts as inactive or inconclusive.
SMILES,Pf growth 48h,LmPK inhibitor,AMA1-RON2 inh,Tb PYK inh,Cycloheximide cs,Shiga inhibitor,Pf growth 96h
CN(CC#CC1(O)c2ccccc2-c2ccccc21)Cc1ccccc1,-16%,-3%,-5%,4%,-2,-12,-25%
COc1ccc(N2CCN(c3ccnc4cc(Cl)ccc34)CC2)cc1,?,-1%,-18%,1%,0,21,7.4µM*
CCCCn1c(N)c(N(CCC(C)C)C(=O)CSc2nncn2-c2ccccc2)c(=O)[nH]c1=O,-4%,.,-4%,-13%,.,.,56%[activator]
O=C(CSc1nnc2scc(-c3ccc(F)cc3)n12)NCc1ccco1,-10%,10%,5%,-5%,-4,50,-13%[5.75 µM]
COc1ccc(CNC(=O)c2c(C)cc(=O)oc2C)cc1OC,9%,3%,3%,-3%,-2,-4,.
CC1(C)CC(=O)C(C(=O)/C=C/NCCc2ccccc2)C(=O)C1,7%,-4%,-8%,3%,-1,-5,.
CCC(C)(C)n1nnnc1C(c1cc2cc(C)cc(C)c2[nH]c1=O)N1CCN(Cc2ccc3c(c2)OCO3)CC1 (configuration not stated),.,8%,37%[activator],-5%,0,2,0.52µM*
O=c1[nH]cc([N+](=O)[O-])cc1Br,1%,-5%,9%,1%,-1,1,18%
Cc1cccc(S(=O)Cc2ccc(C(=O)NC3CCN(Cc4ccccc4)CC3)o2)c1 (configuration not stated),-2%,-8%,-2%,-8%,-8,-16,?
COc1ccc(N2C(=O)C3CCCN3C2c2cccc(OC)c2)cc1 (configuration not stated),.,-2%,8%,-3%,-3,2,8%
NS(=O)(=O)c1ccc(CCNCc2cccnc2)cc1,-1%,4%,-3%,1%,-2,-11,10%
Cc1noc(C)c1COc1ccccc1C(=O)NCCOc1ccccc1,?,.,0%,1%,.,.,?
NS(=O)(=O)c1ccc(NC(=O)c2ccc(S(=O)(=O)N3CCc4ccccc43)cc2)cc1,-31%,11%,-12%,-4%,7,3,?
COc1ccc(-n2nnc3c(=O)n(Cc4cccc(C)c4)cnc32)cc1,0%,-2%,-13%,2%,7,-2,24%
CCOC(=O)C1CCN(C(=O)Nc2ccc(Cl)cc2Cl)CC1,4%,-6%,-9%,-4%,-5,-16,7%
Cc1ccccc1C(=O)NNC(=O)C1CC(=O)N(Cc2ccccc2)C1 (configuration not stated),16%,.,11%,2%,.,.,22%
O=C(CSC1=NCCS1)N1CCOCC1,65%[activator],5%,5%,5%,-3,8,0%
COc1ccc(C2C(C(=O)c3cccs3)=C(O)C(=O)N2Cc2cccnc2)cc1OC (configuration not stated),0%,1%,-2%,2%,38*,110*,-11%
O=C(Cc1csc(-c2cccc(Cl)c2)n1)Nc1cccc(S(=O)(=O)NC2=NCCC2)c1,?,.,-13%,-7%,.,.,5%
NC(=O)C1CNc2ccccc2O1 (configuration not stated),4%,-4%,5%,-6%,-4,11,8%[5.75 µM]
O=C(Cc1ccc([N+](=O)[O-])cc1)Nc1ccc(C(=O)N2CCOCC2)cc1,14%,-2%,-5%,2%,-2,8,?
COCCCNC(=O)Cn1cc(/C=C(\C#N)C(=O)N2CCN(c3ccccc3)CC2)c2ccccc21,?,2%,-1%,-9%,6,-14,13%
CCN(CC)CC(=O)c1c[nH]c2ccc(OC)cc12,8%,-1%,2%,-11%,11,-4,26%
CCOc1ccc(-c2nnc(SCC(=O)N3CCNC3=O)o2)cc1,203%[activator],.,1%,-1%,.,.,-5%
CCC(C(=O)NC1C(=O)N2C(C(=O)O)=C(CSc3nnc(C)s3)CSC12)c1ccccc1 (configuration not stated),-17%,.,31%[activator],3%,.,.,-3%
O=[N+]([O-])c1ccc(Cl)c(/C=N/N2CCN(C3c4ccccc4-c4ccccc43)CC2)c1,?,-1%,4%,-11%,-1,9,-4%
COC(=O)c1ccc(CNC(=O)c2ccc(COc3ccccc3)cc2)cc1,-23%,-3%,-1%,-8%,8,-32,4%
CSc1cccc(NS(=O)(=O)c2ccc3c(c2)CCN3C(C)=O)c1,.,1%,0%,5%,-1,18,?
CCn1c(C)nc2cc(C(=O)n3cc(C(=O)c4cc(F)ccc4O)cn3)ccc21,28%,-13%,.,.,6,21,0.83µM*
CCCc1nc2ccccc2c(=O)n1/N=C/c1c(C)[nH]n(-c2ccc(C)cc2)c1=O,-29%,?,3%,-6%,9,11,3.7µM*

# Structural class, the entries above containing a nitro group on carbon
SMILES,Pf growth 48h,LmPK inhibitor,AMA1-RON2 inh,Tb PYK inh,Cycloheximide cs,Shiga inhibitor,Pf growth 96h
O=c1[nH]cc([N+](=O)[O-])cc1Br,1%,-5%,9%,1%,-1,1,18%
O=C(Cc1ccc([N+](=O)[O-])cc1)Nc1ccc(C(=O)N2CCOCC2)cc1,14%,-2%,-5%,2%,-2,8,?
O=[N+]([O-])c1ccc(Cl)c(/C=N/N2CCN(C3c4ccccc4-c4ccccc43)CC2)c1,?,-1%,4%,-11%,-1,9,-4%

# More structures:
SMILES,Pf growth 48h,LmPK inhibitor,AMA1-RON2 inh,Tb PYK inh,Cycloheximide cs,Shiga inhibitor,Pf growth 96h
CCN1C(=O)N[C@@H](c2cccs2)C(C(C)=O)=C1C,57%[activator],3%[11.5 µM],12%,-4%,-4,-14,49%[activator]
O=C(CSc1nnc(-c2cccnc2)n1Cc1ccco1)Nc1nc(-c2ccc(F)cc2)cs1,21%,3%,-3%,-6%,-2,8,.
CCc1ccc(/C=C/C(=O)C2C(=O)c3ccccc3C2=O)cc1,0.93µM*,-4%,11%,-16%,12,54,0.93µM*
COc1ccc(CCNC(=O)C2CCCN(c3nc(C)cc(C)n3)C2)cc1 (configuration not stated),19%,-4%,3%,-1%,11,-7,?
CS(=O)(=O)N(CC(=O)NCC1CCCO1)c1cccc([N+](=O)[O-])c1 (configuration not stated),-2%,0%,-13%,5%,-2,-12,32%[activator]
Cn1c(-c2cc3ccccc3oc2=O)nc2ccccc21,97%[activator],-14%,5%,2%,40*,104*,150%[activator]
O=C(COn1nnc2ccccc21)N1CCN(Cc2ccccc2)CC1,186%[activator],0%,13%,-2%,50*,96*,36%[activator]
O=[N+]([O-])c1cc(C(F)(F)F)cc([N+](=O)[O-])c1NCCN1CCNCC1,?,1%,4%,-1%,-2,-5,3%
Clc1cc2c(c(Cn3cnc4ccccc43)c1)OCOC2,?,6%,1%,-3%,-2,-3,194%[activator]
Cc1ccc(NC(=O)COc2cccc(/C=C3\SC(=S)N(CCC(=O)O)C3=O)c2)cc1Cl,1%,4%,14%,3%,-1,41,-5%
O=C(NC1CCOCC1)C1CCC(=O)N(Cc2ccc(Cl)cc2)C1 (configuration not stated),9%,-10%,-22%,-2%,-1,-26,?
O=C(CSc1ccccc1)Nc1ccc(C(=O)Nc2ccc(O)cc2)cc1,5%,12%,-13%,8%,19,2,21%
COc1cc(C(=O)NC2Cc3ccccc3C2)ccc1OC1CCN(C(C)=O)CC1,?,-10%,7%,-9%,8,-3,?
COc1ccc2[nH]cc(CCNC(=S)NCCc3ccccc3)c2c1,5%,2%,0%,-10%,0,13,45%[activator][5.75 µM]
COc1ccc(NC(=S)N(CCc2c(C)[nH]c3ccccc23)Cc2cccnc2)cc1,?,3%,-6%,-2%,-2,-7,?
Cc1ccc(-n2ncc3c2CC(C)(C)CC3NC(=O)CCc2ccncc2)cc1 (configuration not stated),2%,1%,7%,-4%,1,-7,?
Cc1cc(C)cc(-n2c(SC(C)C(=O)NCc3ccc4c(c3)OCO4)nc3ccccc3c2=O)c1 (configuration not stated),13µM*,3%,-18%,-5%,1,13,0%
O=C(COC(=O)C1CCC1)NCc1ccc(F)cc1,-5%,.,-1%,0%,.,.,10%
COc1ccccc1/C=C/C(=O)OCC(=O)NCCC1=CCCCC1,34%,-2%,3%,-4%,5,-3,0%
CC1(C)C(=O)N(CCN2CCC(C(=O)c3ccc(F)cc3)CC2)c2ccccc21,15µM*,.,5%,10%,.,.,?
CCCCCCc1cc2cc(-c3nnc(-c4ccccc4)o3)c(=O)oc2cc1O,.,0%,11%,3%,-4,18,?
CN(CCO)C(=O)c1c(NC(=O)c2ccccc2)sc2c1CCCC2,?,-1%,-4%,-10%,-4,-7,?
O=C(CN(CC1CCCO1)C(=O)CNS(=O)(=O)c1ccc(Cl)cc1)NCCc1ccccc1 (configuration not stated),-2%,1%,15%,-3%,-2,21,0%
COc1c[nH]n(C2CCCCC2)c(=O)c1=O,?,5%,4%,1%,-5,-13,?
Cc1cc(NC(=O)COC(=O)c2c(C)nn(Cc3ccccc3)c2Cl)no1,-3%,0%,2%,-14%,-4,0,-11%
CC1CCC(NC(=O)c2cccc(S(=O)(=O)N3CCN(C)CC3)c2)CC1 (configuration not stated),?,.,-13%,0%,.,.,22%
Clc1ccc(-n2ncc3c(NCCCn4ccnc4)ncnc32)cc1,.,5%,11%,-8%,21*,35*,.
CC(=O)NC(c1ccccc1)c1nc2ccccc2[nH]1 (configuration not stated),-5%,0%,-5%,-1%,12,25,14%
COc1ccc(C2=C/C(=C/c3cccnc3)C(=O)O2)cc1OC,-16%,0%,28%,-5%,2,-12,17%
CCOC(=O)c1sc2nc3c(SCC(=O)O)cc(C(=O)c4ccccc4O)cn3c(=O)c2c1C,-15%[5.75 µM],-4%,-4%,-11%,-7,4,0%
[N-]=C=C1C(=S)NC(=O)[C@H]([n+]2ccccc2)[C@H]1c1ccc(Cl)cc1,?,-28%,36%[activator],?,1,4,?
COc1ccccc1C(CNC(=O)C(CCSC)NS(=O)(=O)c1ccccc1F)N1CCCC1 (configuration not stated),?,.,-20%,1%,.,.,10%
Cc1cccc(C(=O)OCc2cc3ccccc3[nH]c2=O)c1,-19%,3%,9%,0%,3,74,14%
CN1C(C(=O)Nc2ncccn2)=C(O)c2ccccc2S1(=O)=O,-11%,6%,-24%,-1%,-5,-14,-21%
CC12CCC(=O)N1C(C(=O)NNC(=O)COc1ccccc1Cl)CS2 (configuration not stated),11%,.,125%[activator],-3%,.,.,0%
CCN(c1ccccc1)S(=O)(=O)c1ccc2c(c1)N(C(C)=O)CCO2,19%,-3%,2%,-6%,-3,-6,?
O=C(NC(=S)N1CCCCCC1)C1CC1,-11%,2%,22%,-12%,-2,11,-20%
CCc1ccc2c(CN(C)Cc3ccc(OC(F)F)c(OC)c3)cc(=O)oc2c1,?,-6%,2%,0%,-1,-4,?
O=C(NCC1CCN(c2ccc(S(=O)(=O)N3CCOCC3)cc2)CC1)Nc1ccccc1F,?,-9%,-3%,1%,-8,-6,28%
CCOc1ccc(/C=C2\SC(=S)N(CC(=O)Nc3ccccn3)C2=O)cc1,43%[activator],-4%,-5%,-2%,-3,-4,2%
COc1ccc(NC(=O)Nc2nc(C)cc(C)n2)c(OC)c1,51%[activator],3%,8%,1%,1,-5,50%[activator]
CCn1c(C)c(C)c2cc(C(=O)NCCN3CCCCCC3)ccc21,0%,1%,-20%,-9%,-2,10,?

# Bioassay records as filed in PubChem BioAssay.
